High-throughput results as filed in PubChem.
Ba/F3 V617F tox: lowers viability of Ba/F3 cells expressing EpoR and JAK2V617F; ATP luminescence; inhibition, % at 5.6 µM; 1.1% of 220,000 active;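 active = inhibition above the campaign mean plus 3 SD over all tested compounds, cut at about 24% in these data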;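 note: cytokine-independent growth of Ba/F3 cells driven by EpoR plus mutant JAK2; 0% = DMSO-treated cells and 100% = JAK inhibitor I control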
S1P4 ag: human S1P4 receptor agonism; O95977; S1P4-expressing cell line, agonist reporter assay; 0.35% of 220,000 active; activation, % at 4.98 µM; in the data active = activation above about 11%;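 note: 0% = DMSO vehicle and 100% = reference agonist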
Runt-CBFb FRET: inhibitors of human RUNX1 Runt domain binding to CBFb. Cerulean-Runt/Venus-CBFb FRET ratio 530/480, 1 h. inhibition, % at 20 µM. AID 1496. 0.46% of 220,000 active;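 active = inhibition over about 50% at 20 µM in the single-dose screen, limit read from the data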;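 note: 0% = DMSO wells and 100% = excess unlabeled CBFb competitor control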
Target sequence (Q01196 whole entry, looked up, the tested form may be a part): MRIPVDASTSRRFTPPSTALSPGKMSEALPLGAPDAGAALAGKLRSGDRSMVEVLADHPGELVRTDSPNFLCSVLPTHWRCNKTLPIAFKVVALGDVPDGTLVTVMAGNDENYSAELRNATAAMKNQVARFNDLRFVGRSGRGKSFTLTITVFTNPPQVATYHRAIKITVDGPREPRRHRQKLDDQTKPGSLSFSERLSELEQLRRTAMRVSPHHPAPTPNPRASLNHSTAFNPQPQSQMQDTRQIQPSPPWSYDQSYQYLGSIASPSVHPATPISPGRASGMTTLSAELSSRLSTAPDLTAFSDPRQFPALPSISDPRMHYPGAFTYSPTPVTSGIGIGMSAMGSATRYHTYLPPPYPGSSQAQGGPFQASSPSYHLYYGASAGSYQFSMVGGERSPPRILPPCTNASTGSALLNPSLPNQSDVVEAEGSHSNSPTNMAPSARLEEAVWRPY
Target sequence (Q13951 whole entry, looked up, the tested form may be a part): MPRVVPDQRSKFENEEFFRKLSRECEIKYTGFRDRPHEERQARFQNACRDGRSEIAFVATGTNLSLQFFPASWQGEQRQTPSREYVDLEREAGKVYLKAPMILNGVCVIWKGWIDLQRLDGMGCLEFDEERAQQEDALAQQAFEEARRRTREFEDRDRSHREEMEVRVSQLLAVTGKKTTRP
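System: Cerulean-labeled Runt domain protein | Quantity: 100 nM of each labeled protein | Schedule: 1 h compound exposure, room temperature | Detection: Fluorescence energy transfer, 422 nm excitation, 530/480 nm emission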
S1P4 antagonist: human S1P4 receptor antagonism. O95977. S1P4-expressing cells, antagonist mode, reporter read-out. inhibition, % at 4.98 µM. 0.26% of 220,000 active; in the data active = inhibition above about 29%;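 note: 0% = wells stimulated with agonist and 100% = vehicle wells without agonist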
NPY1 pot ag: human NPY-Y1 potentiation or agonism, primary screen | P25929 | NPY-Y1 expressing cells, potentiator/agonist activation | activation, % at 3.6 µM | 0.37% of 220,000 active; in the data active = activation above about 33%, passing the limit was not always enough;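 note: cells stimulated with NPY at EC10 then isoproterenol at EC100; 0% = low agonist plus stimulus and 100% = saturating agonist plus stimulus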
Target sequence (P25929 whole entry, looked up): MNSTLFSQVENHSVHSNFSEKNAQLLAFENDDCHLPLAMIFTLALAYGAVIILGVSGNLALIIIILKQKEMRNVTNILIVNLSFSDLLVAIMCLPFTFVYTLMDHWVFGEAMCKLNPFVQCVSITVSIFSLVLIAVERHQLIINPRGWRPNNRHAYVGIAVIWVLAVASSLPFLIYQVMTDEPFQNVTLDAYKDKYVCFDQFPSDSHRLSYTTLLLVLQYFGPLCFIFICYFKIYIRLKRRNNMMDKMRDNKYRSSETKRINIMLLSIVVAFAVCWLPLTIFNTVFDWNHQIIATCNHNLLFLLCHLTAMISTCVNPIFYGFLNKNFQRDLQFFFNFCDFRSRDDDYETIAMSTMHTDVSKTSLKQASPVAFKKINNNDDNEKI
NPY Y1 blocker: blocks the human neuropeptide Y Y1 receptor; 1% of 200,000 active; inhibition, % at 3.6 µM; HEK293-CNG Y1 cells, membrane potential fluorescence; NPY at EC95, then isoproterenol; P25929;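 active = inhibition above the campaign mean inhibition of all tested compounds plus 3 SD, cut at about 20% in these data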;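 note: 0% = DMSO wells given NPY plus isoproterenol and 100% = isoproterenol alone without NPY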
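Benchmarks – high control isoproterenol alone, low control NPY with isoproterenol · Material – HEK293 Y1/CNG channel cell line · Times – dye 3 h, compound 60 min room temperature, stimulation 45 min · Probe or stimulus – NPY (25 nM), isoproterenol (1 µM), Ro 20-1724 (25 µM) · Evaluation – % inhibition of NPY effect · Signal – fluorescence, membrane potential probe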
RBBP9 inhibitor: human RBBP9 hydrolase inhibition. O75884. recombinant RBBP9, FP-Rh probe fluorescence polarization. inhibition, % at 7.94 µM. 0.2% of 220,000 active;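 active = inhibition above the campaign mean of all tested compounds plus 3 SD, cut at about 14% in these data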;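 note: plate controls were DMSO wells with RBBP9 for no effect and wells lacking RBBP9 protein for full effect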
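System: RBBP9 protein / Buffer or medium: Tris/NaCl buffer pH 8.0 with 0.1% Pluronic / Probe or stimulus: Serine-hydrolase probe FP-Rh, 375 nM pre-mixing / Dosing: 7.94 µM single dose, 0.794% DMSO / Times: enzyme-compound preincubation 30 min, then probe labeling 45 min, 25 °C / Technique: fluorescence polarization (mP), excitation 525 nm, emission 598 nm / Replication: singlicate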
BaF3 tox: parental Ba/F3 viability inhibition as JAK2V617F counter-screen; AID 1486; CellTiter-Glo ATP luminescence; inhibition, % at 5.6 µM; 1.1% of 220,000 active;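 active = inhibition above a per-campaign cutoff, the mean inhibition of all tested compounds plus 3 SD, cut at about 27% in these data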;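 note: 0% = DMSO wells and 100% = JAK Inhibitor I control wells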
NPY2 pot ag: human NPY-Y2 potentiation or agonism, primary screen; activation, % at 3.6 µM; AID 1359; cells expressing NPY-Y2, potentiator/agonist read-out; 0.45% of 220,000 active; P49146; in the data active = activation above about 27%;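 note: cells stimulated with NPY near EC25 plus isoproterenol at EC100; 0% = vehicle plus submaximal agonist and 100% = vehicle plus saturating agonist; some results beyond the cut were filed as inactive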
Numbers without * were called inactive; · = no result given.

Results follow in this order: Ba/F3 V617F tox	S1P4 ag	Runt-CBFb FRET	S1P4 antagonist	NPY1 pot ag	NPY Y1 blocker	RBBP9 inhibitor	BaF3 tox	NPY2 pot ag
1. O=C(N1CCOCC1)N1CCN(S(=O)(=O)c2ccccc2)C1
→ 2	-0.1	0	-7	-30	-1	-4	7	-14
2. COc1ccc(CSc2nncn2C)cc1[N+](=O)[O-]
→ -2	0.1	0	-2	-7	4	-9	1	3
3. COc1ccc(NC(=O)COC(=O)c2ccc([N+](=O)[O-])o2)cc1Cl
→ 6	-0.6	0	-1	1	-1	-3	5	-18
4. O=C(C1=C[C@@H]2[C@H]3C(=O)N(c4ccc(Cl)cc4)C(=O)[C@H]3[C@@H](C(=O)c3ccc(Cl)cc3)N2C=C1)c1ccccc1
→ -2	-2.0	-3	-20	11	-5	-7	-2	18
5. COc1cc(/C=N/NC(=O)Cc2nnc(N)s2)cc(OC)c1OC
→ -5	0.0	1	-1	20	·	0	1	-3
6. Cc1cccc(N(CC(N)=O)C2SC(=O)NC2=O)c1 (configuration not stated)
→ -1	0.8	3	-11	-9	-2	-14	2	-6
7. Cc1nnc(SCC(=O)NC(=O)NCc2ccco2)n1Cc1ccccc1
→ 2	1.2	3	-14	2	6	-1	2	-2
8. CCCSc1nc(NCc2ccco2)c2c3c(sc2n1)COC(C)(C)C3
→ 1	-0.1	4	-5	-8	10	3	0	-14
9. CC(=O)Oc1ccc(C2OC(=O)c3ccccc3N2C(C)=O)cc1 (configuration not stated)
→ 2	-2.5	1	-1	17	-6	6	5	-2
10. Cc1ccc(CCN2CC(C(=O)NCCN3CCOCC3)CC2=O)cc1 (configuration not stated)
→ 2	2.3	0	-14	8	2	0	0	7
11. CCN(CC)c1ccc(N2C(=O)c3ccccc3C2=O)cc1
→ 0	1.4	-2	-26	2	-3	-9	4	2
12. CC(=O)Nc1ccc(NC(=S)Nc2ccc(Br)cc2)cc1
→ 2	0.3	2	22	2	·	-10	1	12
13. CCNC(=O)c1ccccc1-c1nc(-c2ccccc2OC)no1
→ 0	1.1	0	-17	8	·	-5	5	1
14. CCOC(=O)N1CCN(C(=O)C2CCCN(S(=O)(=O)c3ccc(C)cc3)C2)CC1 (configuration not stated)
→ -4	0.7	3	-11	3	0	0	-2	-2
15. OCCC1CN(Cc2ccon2)CCN1CCc1ccccc1 (configuration not stated)
→ -3	0.8	2	-2	-5	-4	-4	-1	-1
16. COc1ccccc1NC(=O)CSc1nnc(Cn2cnc3ccccc32)o1
→ -1	-0.2	·	-14	-1	-1	-1	1	-1
17. CCn1c(/C=C/N(C(C)=O)c2ccccc2)[n+](CCCS(=O)(=O)[O-])c2cc(Cl)c(Cl)cc21
→ 5	-2.2	·	0	-13	1	-9	9	-6
18. CCc1cc(CC)c(/C=N/NC(N)=O)c(CC)c1/C=N/NC(N)=O
→ 2	-0.3	0	4	-14	-1	0	3	-5
19. Cn1c(=O)c2c(ncn2CC(=O)Nc2nccs2)n(C)c1=O
→ 3	0.5	0	1	9	·	-2	2	6
20. COc1cc2c(cc1Cl)/C(=C\CCN(C)C)c1ccccc1S2
→ 8	-1.5	0	-13	-37	29*	-5	10	-19
21. CC1(C)CC(=O)c2sc(NS(=O)(=O)c3ccc(Br)cc3)nc2C1
→ 3	-1.6	1	-4	-10	6	-3	7	-27
22. CCNc1nc(SC(C)C(=O)Nc2ccccc2)nc(N2CCOCC2)n1 (configuration not stated)
→ 2	3.2	-2	-10	-7	1	-2	4	-6
23. Cc1ccc(C2CC(=O)NC(SCc3ccccc3)=C2C#N)o1 (configuration not stated)
→ 0	-0.6	9	-13	13	-4	6	3	9
24. COc1ccc(NC(=O)Nc2ccc3nonc3c2)cc1
→ -3	1.5	-5	3	17	·	-2	-1	-5
25. COc1ccc(OCC(=O)O/N=C(\N)c2ccc(OC)c(OC)c2)cc1
→ -2	0.7	-6	-11	-2	15	2	5	-24
26. Cc1ccc(S(=O)(=O)NC2(C(F)(F)F)C(=O)Nc3c2c(=O)[nH]c(=O)n3-c2ccccc2)cc1 (configuration not stated)
→ 3	0.7	0	-7	1	0	-9	3	10
27. CNC(=O)Nc1cccc2cccnc12
→ -4	-0.5	0	3	-2	·	-10	0	14
28. CCN(CC)S(=O)(=O)c1ccc2oc(C(=O)O)c(C)c2c1
→ -6	2.1	-1	-5	-7	-1	5	1	-4
29. Cc1ccc(C)c(N2CCN(C(=O)C3CCN(c4nnc(N5CCCC5=O)s4)CC3)CC2)c1
→ -3	1.3	-6	-16	-22	-8	-8	5	9
30. COCCCNC(=O)c1c[nH]c2ccc(S(=O)(=O)N3CCc4ccccc43)cc2c1=O
→ 8	0.0	-3	-28	12	0	-8	12	33*
31. O=C(Nc1nccs1)c1cccc(S(=O)(=O)N2CCOCC2)c1
→ -4	1.2	·	6	1	-4	-5	-2	-4
32. c1csc(C2Nc3cccc4cccc(c34)N2)c1
→ 11	0.1	-24	2	-6	1	30*	33*	-11
33. CC(=O)Oc1ccc2c(c1)OC(c1ccccc1)CC21CC(C)(C)NC(=O)N1 (configuration not stated)
→ 3	2.1	-2	-9	-12	-2	-7	1	11
34. Cc1cc(N)n(-c2ccc(C)c(C)c2)n1
→ 5	1.7	-3	-7	-1	1	-5	10	-27
35. Cc1ccc(N2C(=O)CCC2(C#N)c2ccccc2)cc1 (configuration not stated)
→ -5	-1.6	0	-28	-6	·	0	5	4
36. O=C(c1ccccc1)c1ccccc1N/C=C/c1nnnn1-c1ccccc1
→ -2	2.8	-1	6	-17	9	-15	0	-26
37. Fc1cccc(-c2cc3nc(-c4ccccc4)cc(N4CCC5(CC4)OCCO5)n3n2)c1
→ 0	0.4	3	-3	-24	7	-12	3	-6
38. Cc1n[nH]c(C)c1S(=O)(=O)N1CCCC(C(=O)NCc2cccs2)C1 (configuration not stated)
→ 0	0.4	2	24	11	5	2	3	3
39. O=C(Nc1nc2ccccc2s1)C1CC(=O)N(c2ccc(Cl)cc2)C1 (configuration not stated)
→ -3	-0.5	1	-7	-27	4	-10	2	-27
40. Cc1ccc(NC(=O)CN2C(=O)S/C(=C\c3cccn3C)C2=O)cc1
→ 0	-0.1	-1	-3	-5	-1	-9	2	-1
41. CCOC(=O)c1c(C)[nH]c(C)c1C(=O)CSc1nc2ccccc2[nH]1
→ -3	2.3	1	-9	-6	7	5	4	1
42. c1ccc(Cn2nnnc2CN2CCOCC2)cc1
→ 3	-0.8	2	-3	2	-1	-2	3	3
43. CC(=O)Nc1ncc(Cc2cccc(Cl)c2Cl)s1
→ 2	1.4	-1	-11	6	-9	-11	2	11
44. CC(=O)N1N=C(c2c(-c3ccccc3)c3cc(Br)ccc3[nH]c2=O)CC1c1ccco1 (configuration not stated)
→ 0	1.7	39	-24	6	·	-9	-1	24
45. CCOC(=O)c1sc2nc(CSc3ccccc3)nc(NCCN(C)C)c2c1C
→ 1	-0.3	0	-6	-24	-5	-8	8	-10
46. COc1c(/C=N/Nc2nc(N3CCCCC3)nc(N3CCCCC3)n2)cccc1[N+](=O)[O-]
→ 5	-3.3	0	4	6	2	0	5	-16
47. O=[N+]([O-])c1ccc2ncnc(Nc3ccc4c(c3)OCCO4)c2c1
→ -1	1.2	-14	-4	-4	-3	-6	0	-6
48. O=C(Nc1ccc(N2CCOCC2)c(F)c1)c1ccncc1
→ -1	-2.0	1	4	8	-5	-11	2	8
49. Cc1ccc(C)c(-n2ccnc2SCC(=O)O)c1
→ -1	1.4	1	-4	8	8	-7	5	1
50. CC(C)(C(N)=O)c1ccccc1
→ -2	-0.2	-1	-3	13	·	-2	-1	-7
51. CCOc1ccc(OCCn2nnc3ccccc3c2=O)cc1
→ -3	3.0	-2	-1	-15	6	-13	3	-14
52. Cc1ccc(S(=O)(=O)N/N=C/c2c(F)cccc2Cl)cc1
→ -5	-1.4	0	-1	-2	5	-9	2	6
53. CC(=O)c1c(C)[nH]c(C(=O)OCC(=O)c2c(N)n(C)c(=O)n(C)c2=O)c1C
→ 3	-0.9	3	2	1	-4	-10	6	0
54. COc1ccc(CN2CCC(N(CCc3ccccc3)Cc3ccccc3)CC2)c(OC)c1
→ 3	-0.3	-1	18	-5	16	4	-1	-17
55. CCc1cccc(C)c1NC(=O)C1CC=CCC1C(=O)O (configuration not stated)
→ -3	-0.4	2	-8	20	-3	-3	-1	5
56. CC(C)(C)NC(=O)NC(=O)CSc1nnc(-c2ccccc2F)n1N
→ 1	2.8	0	-4	-17	3	-5	5	-8
57. O=C(O)CCn1c(=O)[nH]c(=O)n(CCC(=O)O)c1=O
→ -1	0.1	0	19	7	5	-5	-1	3
58. Cc1ccc(CN(C(=O)Cn2nnc3ccccc32)C(C(=O)NCc2ccco2)c2ccc(C)o2)cc1 (configuration not stated)
→ -3	0.2	-2	-13	-3	1	-3	5	-6
59. CC(=O)N=c1c(C#N)cc2c(=O)n3cccc(C)c3nc2n1CCCOC(C)C
→ -3	4.9	115*	-5	9	·	5	4	1
60. CC1CCCCC1NC(=O)Cn1ncc2ccccc21 (configuration not stated)
→ -3	3.6	-1	-3	-19	6	7	0	7

As entered above.
Value of #47 under RBBP9 inhibitor: -6
Value of #56 under Ba/F3 V617F tox: 1

Results in Ba/F3 V617F tox and RBBP9 inhibitor (three entries from above):
No. | SMILES | Ba/F3 V617F tox | RBBP9 inhibitor
52 | Cc1ccc(S(=O)(=O)N/N=C/c2c(F)cccc2Cl)cc1 | -5 | -9
53 | CC(=O)c1c(C)[nH]c(C(=O)OCC(=O)c2c(N)n(C)c(=O)n(C)c2=O)c1C | 3 | -10
54 | COc1ccc(CN2CCC(N(CCc3ccccc3)Cc3ccccc3)CC2)c(OC)c1 | 3 | 4

Continuation:
Results follow in this order: Ba/F3 V617F tox	S1P4 ag	Runt-CBFb FRET	S1P4 antagonist	NPY1 pot ag	NPY Y1 blocker	RBBP9 inhibitor	BaF3 tox	NPY2 pot ag
61. O=C(Nc1cc(C(F)(F)F)ccc1Cl)C(Sc1cccc[n+]1[O-])c1ccccc1 (configuration not stated)
→ 5	1.0	-5	-24	-5	4	-13	9	9
62. Cc1ccccc1-n1cc(CNC(=O)CC2C(=O)NCCN2C/C=C/c2ccccc2)cn1 (configuration not stated)
→ -2	-1.8	-2	-9	-2	-3	-7	6	-7
63. CCOc1ccccc1N1Cc2ccccc2C1
→ -3	1.5	2	10	3	0	-6	1	3
64. COC(=O)c1ccccc1NC(=O)CN(C1CCCCC1)S(C)(=O)=O
→ 0	-0.8	0	-13	6	-4	0	-1	14
65. COc1ccc(NC(=O)c2ccc(COc3ccc(C)cc3)o2)cc1
→ 3	3.1	-5	8	-18	9	-6	7	-19
66. CCOC(=O)c1c(NC(=S)Nc2ccccc2)sc2c1CCN(C)C2
→ 4	0.0	66*	1	8	6	-4	6	-11
67. CC(C)Cn1c(-c2ccc(Br)cc2)c[nH]c1=S
→ 6	1.6	4	-20	5	0	-1	8	-6
68. CC(=O)c1ccc(NC(=O)C2CCN(S(=O)(=O)c3cccc4cccnc34)CC2)cc1
→ -2	3.3	-1	-13	10	-2	0	1	18
69. CCOC(=O)c1c(NC(=O)C2C3C=CC(CC3)C2C(=O)O)sc(C)c1CC (configuration not stated)
→ -2	1.3	-6	-8	-8	7	5	-1	-1
